# U2OS ROS induce: cancer cell ROS induction; U2OS ROS induction, H2DCF-DA fluorescence; ROS induction (% of piperlongumine), % at 10 µM; 46,000 compounds, 2% hits; in the data active means ROS induction above about 79%, passing the limit was not always enough; inconclusive means no clear call, values can overlap the other calls;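 further: 0% = DMSO vehicle median and 100% = reference compound median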
# Starred values were filed as active, the others as inactive; ? = inconclusive.
SMILES,U2OS ROS induce
CCOn1c(=O)c(=O)n(OC)c2ccccc21,-9
COc1ccc(CN(C)C[C@H]2Oc3ccc(NS(=O)(=O)c4cccs4)cc3C(=O)N([C@@H](C)CO)C[C@H]2C)cc1,1
COc1cc(S(=O)(=O)Nc2cccnc2)ccc1F,-6
CC(Sc1ncnc2sc(-c3ccccc3)cc12)C(=O)Nc1cc(Cl)ccc1Cl (stereo unspecified),-4
C[C@H](CO)N1C[C@H](C)[C@H](CN(C)Cc2ccc3c(c2)OCO3)Oc2ccc(NS(=O)(=O)c3cccs3)cc2CC1=O,3
COc1ccc(NC(=O)N(C)C[C@@H]2Oc3ccc(NC(=O)CCN4CCOCC4)cc3C(=O)N([C@@H](C)CO)C[C@@H]2C)cc1,12
CCOc1ccc(NC(=S)N2CCn3cccc3C2c2ccc(OC)cc2)cc1 (stereo unspecified),9
C[C@@H]1CN([C@H](C)CO)C(=O)c2cc(NC(=O)Nc3ccc(F)cc3)ccc2O[C@@H]1CN(C)Cc1ccc(C(F)(F)F)cc1,17
COc1ccc(/C=C/C(=O)O[C@@H]2[C@@H](O)[C@@H](O)[C@H](O[C@@H]3C=C(CO)[C@H]4[C@H](O[C@@H]5O[C@H](CO)[C@@H](O)[C@H](O)[C@H]5O)OC=C[C@H]43)O[C@H]2C)cc1O,1
COc1ccc(S(=O)(=O)Nc2cccc3c2O[C@H](CN(C)S(=O)(=O)c2c(C)noc2C)[C@H](C)CN([C@@H](C)CO)C3=O)cc1,-2
CCOC(=O)c1ccccc1Oc1c(F)c(F)nc(NCCO)c1F,-6
Cc1ccccc1N1C(=O)CSC1=C(C#N)C#N,10
C[C@@H]1CN([C@@H](C)CO)C(=O)c2cccc(N(C)C)c2O[C@H]1CN(C)S(=O)(=O)c1cccs1,-1
C[C@H](CO)N1C[C@H](C)[C@H](CN(C)S(=O)(=O)c2cn(C)cn2)Oc2c(NS(=O)(=O)c3ccc(F)cc3)cccc2C1=O,-11
Cc1noc(C)c1NC(=O)Nc1cccc2c1O[C@@H](CN(C)C(=O)Nc1ccc(F)cc1)[C@@H](C)CN([C@H](C)CO)C2=O,-12
C[C@H]1CN([C@@H](C)CO)C(=O)c2cc(NC(=O)Cn3cnnn3)ccc2O[C@H]1CN(C)Cc1ccccc1,-9
O=C(c1ccc(Cl)cc1)N1CCN(C(c2ccccc2)c2ccccc2)CC1,?
CC(C)c1cc(C(C)C)c(N)c(C(C)C)c1,15
C[C@H](CO)N1C[C@H](C)[C@@H](CN(C)Cc2ccc(C(F)(F)F)cc2)Oc2ccc(NC(=O)Nc3ccc4c(c3)OCO4)cc2C1=O,5
CNCCC(Oc1ccccc1OC)c1ccccc1 (stereo unspecified),-9
Cc1ccc(S(=O)(=O)Nc2ccc3c(c2)C(=O)N([C@@H](C)CO)C[C@@H](C)[C@@H](CN(C)S(=O)(=O)c2cn(C)cn2)O3)cc1,-4
C[C@H]1CN([C@@H](C)CO)C(=O)c2cc(NS(=O)(=O)c3cccs3)ccc2O[C@@H]1CN(C)Cc1ccc(C(=O)Nc2ccccc2N)cc1,-2
O=C(CN1CCCCC1)Nc1sc2c(c1C(=O)Nc1ccccc1)CCCC2,5
CC(C)NC(=O)N(C)C[C@H]1OCCCC[C@@H](C)Oc2ccc(NS(=O)(=O)c3ccc(F)cc3)cc2C(=O)N([C@H](C)CO)C[C@@H]1C,2
C[C@@H]1CN([C@@H](C)CO)C(=O)c2cc(NC(=O)Nc3ccccc3)ccc2O[C@H]1CN(C)C(=O)Nc1ccc2c(c1)OCO2,-4
C[C@@H]1CN([C@@H](C)CO)C(=O)c2cc(NS(=O)(=O)c3ccc(F)cc3)ccc2O[C@H]1CN(C)Cc1ccc2c(c1)OCO2,5
C/C=C1\C(O[C@@H]2O[C@H](CO)[C@@H](O)[C@H](O)[C@H]2O)OC=C(C(=O)OC)C1CC(=O)OCC(O)c1ccc(O)c(O)c1 (stereo partly specified),-7
C[N+](C)(Cc1ccccc1)Cc1ccccc1,0
O=[N+]([O-])c1ccc(OCc2nc(-c3ccccn3)no2)cc1,21
C[C@H](CO)N1C[C@H](C)[C@H](CN(C)C(=O)Nc2ccc(C(F)(F)F)cc2)Oc2ccc(NS(C)(=O)=O)cc2CC1=O,-6
Cc1noc(C)c1NC(=O)Nc1cccc2c1O[C@H](CN(C)C(=O)NC1CCCCC1)[C@H](C)CN([C@H](C)CO)C2=O,8
C[C@H]1CN([C@@H](C)CO)C(=O)Cc2cc(NC(=O)Cc3ccccc3)ccc2O[C@@H]1CN(C)Cc1ccncc1,-2
Cc1noc(C)c1NC(=O)Nc1ccc2c(c1)CC(=O)N([C@@H](C)CO)C[C@H](C)[C@H](CN(C)C(=O)NC1CCCCC1)O2,-6
Cc1ccc(S(=O)(=O)Nc2ccc3c(c2)C(=O)N([C@H](C)CO)C[C@H](C)[C@H](CN(C)S(=O)(=O)c2ccc(Cl)cc2)OCCCC[C@@H](C)O3)cc1,?
Cc1cccc(NC(=O)CSc2nc(-c3ccccc3)c(-c3ccccc3)[nH]2)c1C,-18
COc1ccc(NC(=O)N(C)C[C@@H]2Oc3c(NC(=O)C4CCCCC4)cccc3C(=O)N([C@@H](C)CO)C[C@H]2C)cc1,-2
Cc1oc2cc(Br)c(OC(=O)c3ccco3)cc2c1C(=O)OC(C)C,-10
C[C@@H]1CN([C@@H](C)CO)C(=O)Cc2cc(NC(=O)Nc3ccc(F)cc3)ccc2O[C@@H]1CN(C)Cc1ccccc1,-2
CNC[C@@H]1Oc2ccc(NC(=O)C3CC3)cc2CC(=O)N([C@H](C)CO)C[C@H]1C,-1
COc1ccc(S(=O)(=O)N(C)C[C@@H]2OCc3cnnn3CCCC(=O)N([C@H](C)CO)C[C@H]2C)cc1,-3
Cc1ccc(-c2cc(-c3c(C)nn(C)c(=O)c3N)[nH]n2)cc1,11
C[C@@H]1CN([C@H](C)CO)C(=O)c2cc(NC(=O)Nc3ccc(F)cc3)ccc2O[C@H]1CN(C)Cc1ccncc1,-6
C[C@@H]1CN([C@@H](C)CO)C(=O)c2cc(NC(=O)NC3CCCCC3)ccc2O[C@H]1CN(C)Cc1ccc(C(=O)O)cc1,-8
COC(=O)C1Cc2c([nH]c3ccccc23)C(C)N1 (stereo unspecified),-9
C[C@@H]1CN([C@H](C)CO)C(=O)c2cc(NC(=O)Nc3ccc(C(F)(F)F)cc3)ccc2O[C@H]1CN(C)Cc1ccc2c(c1)OCO2,-11

# Rewritten tab-delimited: three of the compounds above.
molecule	U2OS ROS induce
C[C@@H]1CN([C@@H](C)CO)C(=O)c2cc(NC(=O)NC3CCCCC3)ccc2O[C@H]1CN(C)Cc1ccc(C(=O)O)cc1	-8
COC(=O)C1Cc2c([nH]c3ccccc23)C(C)N1 (stereo unspecified)	-9
C[C@@H]1CN([C@H](C)CO)C(=O)c2cc(NC(=O)Nc3ccc(C(F)(F)F)cc3)ccc2O[C@H]1CN(C)Cc1ccc2c(c1)OCO2	-11

# Additional compounds follow:
SMILES,U2OS ROS induce
Cc1ccc(S(=O)(=O)N(C)C[C@H]2Oc3ccc(NC(=O)NC4CCCCC4)cc3CC(=O)N([C@H](C)CO)C[C@H]2C)cc1,-6
Cc1cccc(OCC(=O)Nc2c(C(=O)Nc3cccc(F)c3)oc3ccccc23)c1,-1
CCS(=O)(=O)n1nc(-c2ccccc2)cc1N,-5
N[C@@H](C(=O)N[C@@H]1C(=O)N2C(C(=O)O)=C(Cl)CS[C@H]12)c1ccccc1,-1
C[C@@H]1CN([C@H](C)CO)C(=O)c2cccc(NS(=O)(=O)c3cccs3)c2O[C@H]1CN(C)Cc1ccc(C(=O)Nc2ccccc2N)cc1,-5
C[C@H](CO)N1C[C@H](C)[C@H](CN(C)Cc2ccncc2)Oc2ncc(-c3cccc(F)c3)cc2C1=O,10
Cc1ccc(S(=O)(=O)N(C)C[C@H]2Oc3c(NC(=O)c4cc(C)nn4C)cccc3C(=O)N([C@H](C)CO)C[C@H]2C)cc1,-2
C[C@H]1CN([C@@H](C)CO)C(=O)Cc2cc(NC(=O)Nc3cccc4ccccc34)ccc2O[C@H]1CN(C)CC1CCCCC1,-4
Cc1ccnc(SCC(=O)c2ccc([N+](=O)[O-])cc2)n1,5
COc1ccc(C2C3=C(CC(C)(C)CC3=O)N(C)C3=C2C(=O)CC(C)(C)C3)cc1,10
Cc1cc(C(=O)Nc2cccc3c2O[C@@H](CN(C)Cc2ccc(C(F)(F)F)cc2)[C@H](C)CN([C@H](C)CO)C3=O)n(C)n1,14
Cc1noc(C)c1NC(=O)N(C)C[C@H]1Oc2ccc(NC(=O)C3CC3)cc2CC(=O)N([C@@H](C)CO)C[C@@H]1C,1
COc1c(C2OCC(O)C(O)C2O)c(O)cc2oc(-c3ccc(OC4OC(C)C(O)C(O)C4O)cc3)cc(=O)c12 (stereo unspecified),-7
Cc1ccc(C2C(C#N)=C(N)OC(C3CC3)=C2C#N)cc1 (stereo unspecified),21
O=C(O)CN(Cc1ccccc1Cl)S(=O)(=O)c1ccc(Br)cc1,4
Cc1cc(C(=O)Nc2cccc3c2O[C@H](CN(C)Cc2ccc(-c4ccccc4)cc2)[C@@H](C)CN([C@@H](C)CO)C3=O)n(C)n1,214*
C[C@H]1CN([C@@H](C)CO)C(=O)c2cc(NC(=O)Nc3ccc(C(F)(F)F)cc3)ccc2O[C@H]1CN(C)Cc1ccc(C(=O)O)cc1,-11
Cn1c(CN2CCOCC2)nnc1SCC(=O)Nc1sc2c(c1C#N)CCC(C(C)(C)C)C2 (stereo unspecified),-4
COc1ccc(Nc2ncnc3ccccc23)cc1,-4
C[C@@H]1CN([C@@H](C)CO)C(=O)c2cc(NC(=O)Nc3cccc4ccccc34)ccc2O[C@@H]1CN(C)Cc1ccc2c(c1)OCO2,-8
C[C@@H]1CN([C@H](C)CO)C(=O)c2cccc(NC(=O)Nc3ccc(F)cc3)c2O[C@H]1CN(C)Cc1ccc(Cl)c(Cl)c1,48
Cc1cc(NCCN2CCCCC2)c2ccc3ccccc3c2n1,13
O=C(COc1ccc(Cl)cc1)NCc1n[nH]c(=S)n1-c1cccc(Cl)c1,12
C[C@@H]1CN([C@H](C)CO)C(=O)c2cccc(NC(=O)Nc3ccccc3)c2O[C@@H]1CN(C)S(=O)(=O)c1cn(C)cn1,1
[N-]=[N+]=Nc1ccccc1C[C@@]1(C(=O)NCCN2CCOCC2)N=C(c2ccc(OCCCO)cc2)O[C@@H]1c1ccccc1N=[N+]=[N-],13
C[C@@H]1CCCCO[C@H](CN(C)Cc2ccccc2)[C@@H](C)CN([C@H](C)CO)C(=O)c2cc(NC(=O)NC3CCCCC3)ccc2O1,11
C[C@@H]1CCCCO[C@H](CN(C)Cc2ccc3c(c2)OCO3)[C@@H](C)CN([C@H](C)CO)C(=O)c2cc(NS(C)(=O)=O)ccc2O1,-2
COc1ccc(-c2nc(SCC(=O)CSc3n[nH]c(-c4ccc(OC)cc4)n3)n[nH]2)cc1,2
CCc1cc(Br)cc(C)c1NC(=O)CSc1nnc(-c2ccc(Cl)cc2)n1C,-1
C[C@H](CO)N1C[C@H](C)[C@H](CN(C)C(=O)Nc2ccccc2)Oc2c(NC(=O)c3ccc(-c4nccs4)cc3)cccc2C1=O,-2
O=C1CC(c2ccc(O)cc2)Oc2cc(O[C@@H]3O[C@H](CO)[C@@H](O)[C@H](O)[C@H]3O)cc(O)c21 (stereo partly specified),1
Cc1cccc(CN(C)C[C@@H]2OCc3cn(nn3)CCCC(=O)N([C@H](C)CO)C[C@H]2C)c1,8
C[C@@H]1CN([C@@H](C)CO)C(=O)c2cc(NC(=O)C3CC3)ccc2O[C@@H]1CN(C)S(C)(=O)=O,11
COc1ccc(NC(=O)Nc2ccc3c(c2)C(=O)N([C@H](C)CO)C[C@H](C)[C@@H](CN(C)C(=O)Nc2ccc(F)cc2)O3)cc1,13
COc1ccc(CCC(=O)Nc2n[nH]c3nc4cc(OC)ccc4cc23)cc1,-5
N#Cc1c(SCC(=O)c2ccc(F)cc2)nsc1SCC(=O)c1ccc(F)cc1,15
C[C@@H]1CN([C@@H](C)CO)C(=O)c2cccc(NC(=O)Nc3ccc(C(F)(F)F)cc3)c2O[C@H]1CN(C)CC1CC1,7
CCOC(=O)c1c(C)c(C#N)c(NC(=O)c2ccc(Cl)cc2Cl)n1-c1ccc(C)cc1,0
Cc1ccc(C)c(OCC(=O)Nc2ccccc2C#N)c1,-8
O=C(N/N=C/C[P+](c1ccccc1)(c1ccccc1)c1ccccc1)c1ccccc1O,5
Clc1ccc2c(c1)nc(SCc1nnc(-c3ccccc3)o1)n2C1CCCCC1,?
C[C@H]1CN([C@@H](C)CO)C(=O)c2cc(NS(=O)(=O)c3cccs3)ccc2O[C@@H]1CN(C)Cc1ccc(Oc2ccccc2)cc1,20
O=c1[nH]cc(NCc2ccccc2)c(=O)[nH]1,-6
Cc1noc(C)c1S(=O)(=O)Nc1ccc2c(c1)C(=O)N([C@@H](C)CO)C[C@@H](C)[C@H](CN(C)S(=O)(=O)c1ccccc1)O2,-2
O=c1c2ccccc2nc(SCc2ccc3c(c2)OCO3)n1-c1ccccc1,107*
C[C@H](CO)N1C[C@H](C)[C@H](CN(C)Cc2ccncc2)Oc2ncc(-c3ccc(F)cc3)cc2C1=O,-22
c1ccc(-c2ccc(C(c3ccccc3)n3ccnc3)cc2)cc1 (stereo unspecified),9

# Six entries drawn at random from the list so far, as already listed:
SMILES,U2OS ROS induce
COc1ccc(CCC(=O)Nc2n[nH]c3nc4cc(OC)ccc4cc23)cc1,-5
O=c1[nH]cc(NCc2ccccc2)c(=O)[nH]1,-6
Cc1cccc(CN(C)C[C@@H]2OCc3cn(nn3)CCCC(=O)N([C@H](C)CO)C[C@H]2C)c1,8
CCOC(=O)c1c(C)c(C#N)c(NC(=O)c2ccc(Cl)cc2Cl)n1-c1ccc(C)cc1,0
Cc1ccc(C)c(OCC(=O)Nc2ccccc2C#N)c1,-8
C[C@@H]1CN([C@@H](C)CO)C(=O)c2cccc(NC(=O)Nc3ccc(C(F)(F)F)cc3)c2O[C@H]1CN(C)CC1CC1,7

# Screens: PubChem, Broad Institute

# An excerpt; the hit share may differ from the screen's.
